Jurkat NFkB inh: lowers PMA/ionomycin-induced NF-kB signal in Jurkat cells. PMA/ionomycin-induced NF-kB luciferase reporter, luminescence. inhibition, % at 4 µM. 0.53% of 330,000 active; in the data active means inhibition above about 50%
EBI2 block: blocks human EBI2 receptor beta-arrestin signaling. P32249. EBI2 beta-arrestin recruitment, luminescence, 7a,25-OHC stimulated. inhibition, % at 5 µM. 0.81% of 360,000 active; in the data active means inhibition above about 38%;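 further: enzyme fragment complementation signal reports receptor beta-arrestin coupling in cells; 0% = agonist plus DMSO wells and 100% = wells without agonist; some results beyond the cut were filed as inactive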
CXCR6 inh: CXCR6 (human) receptor inhibition; O00574; 0.36% of 360,000 active; CHO-K1 PathHunter CXCR6 beta-arrestin, luminescence; inhibition, % at 20 µM; in the data active means inhibition above about 34%, passing the limit was not always enough;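 further: antagonist mode with CXCL16 agonist at 10 nM final; 0% = 10 nM CXCL16 with DMSO and 100% = unstimulated wells without agonist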
Target sequence (O00574 whole entry, looked up): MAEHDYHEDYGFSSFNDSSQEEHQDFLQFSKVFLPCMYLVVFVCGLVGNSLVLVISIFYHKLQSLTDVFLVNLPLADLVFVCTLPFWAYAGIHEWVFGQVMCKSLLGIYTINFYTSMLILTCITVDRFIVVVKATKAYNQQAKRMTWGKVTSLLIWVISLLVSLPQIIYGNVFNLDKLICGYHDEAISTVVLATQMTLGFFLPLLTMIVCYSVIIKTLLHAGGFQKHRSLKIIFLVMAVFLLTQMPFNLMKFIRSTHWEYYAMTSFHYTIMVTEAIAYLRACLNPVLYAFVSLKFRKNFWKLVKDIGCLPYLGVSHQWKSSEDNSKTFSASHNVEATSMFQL
CCR6 antag: CCR6 (human) receptor antagonism; P51684; CHO-K1 CCR6 PathHunter beta-arrestin, luminescence, CCL20-stimulated; inhibition, % at 20 µM; 0.49% of 340,000 active;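 active means compounds whose inhibition of the agonist-driven luminescence signal at 20 µM reaches about 50%, limit read from the data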;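 further: cells stimulated with CCL20 at 14 nM final; plate controls were DMSO with CCL20 for no effect and DMSO without agonist for full effect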
UBC13 polyUb: blocks human UBC13 polyubiquitin chain formation. P61088. TR-FRET. inhibition, % at 20 µM. 0.47% of 330,000 active. AID 485273; in the data active means inhibition above about 45%, passing the limit was not always enough
Target sequence (P61088 whole entry, looked up): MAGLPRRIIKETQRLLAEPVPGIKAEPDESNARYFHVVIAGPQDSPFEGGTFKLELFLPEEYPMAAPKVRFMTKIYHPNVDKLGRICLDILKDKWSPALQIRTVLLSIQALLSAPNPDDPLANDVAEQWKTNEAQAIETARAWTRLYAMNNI
APJ antagonist: blocks the human apelin receptor APJ. inhibition, % at 20 µM. 0.32% of 330,000 active. CHO-K1 APJ beta-arrestin complementation, luminescence;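 active means inhibition above about 40% at 20 µM, limit read from the data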;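 further: cells challenged with 10 nM apelin-13 agonist together with compound; plate controls were apelin-13 plus DMSO wells for no effect and DMSO wells lacking apelin-13 for full effect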
Target sequence (P35414 whole entry, looked up): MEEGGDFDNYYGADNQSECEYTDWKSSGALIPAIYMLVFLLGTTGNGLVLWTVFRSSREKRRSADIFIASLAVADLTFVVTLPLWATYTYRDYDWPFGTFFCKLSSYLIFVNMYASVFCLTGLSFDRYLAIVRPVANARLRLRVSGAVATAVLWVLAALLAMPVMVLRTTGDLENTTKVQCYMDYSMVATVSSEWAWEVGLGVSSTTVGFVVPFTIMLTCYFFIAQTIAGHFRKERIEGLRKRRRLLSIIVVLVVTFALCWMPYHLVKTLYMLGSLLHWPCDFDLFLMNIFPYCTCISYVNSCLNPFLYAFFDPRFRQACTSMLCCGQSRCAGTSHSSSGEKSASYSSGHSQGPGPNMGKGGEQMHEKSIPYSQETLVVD
Gli-Sufu antag: Gli-Sufu pathway antagonism. Sufu-KO-LIGHT fibroblasts, Gli luciferase reporter luminescence. inhibition, % at 5 µM. 0.74% of 340,000 active. AID 588413;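 active means inhibition above about 55%, limit read from the data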;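 further: 0% = DMSO-treated cells and 100% = wells with medium but no cells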
697 NFkB inh: lowers PMA/ionomycin-induced NF-kB signal in 697 B cells | inhibition, % at 4 µM | 697 B-cell NF-kB luciferase reporter, 16 h | 0.33% of 330,000 active; in the data active means inhibition above about 35%
Numbers without * were called inactive; x = no result given.

The opening 4 records (preview)
SMILES | Jurkat NFkB inh | EBI2 block | CXCR6 inh | CCR6 antag | UBC13 polyUb | APJ antagonist | Gli-Sufu antag | 697 NFkB inh
CCCCCCNC(=O)Cc1ccc(Br)cc1 | 18 | -2 | 4 | 18 | 10 | -4 | x | 6
CC(C)c1ccc2[nH]c3c(c2c1)CCC/C3=N\NC(=O)c1ccncc1 | -4 | 26 | -8 | 25 | -1 | 7 | 16 | -44
Cc1ccccc1-n1nc2c(c1NC(=O)C(C)C)CS(=O)(=O)C2 | 9 | 0 | 4 | -3 | -1 | -12 | 4 | 4
CC(=O)Nc1ccc(N2C(=O)c3cccc4c(O)ccc(c34)C2=O)cc1 | 3 | -2 | -34 | -23 | -132 | -24 | 5 | 4

The list itself, previewed entries included:
SMILES | Jurkat NFkB inh | EBI2 block | CXCR6 inh | CCR6 antag | UBC13 polyUb | APJ antagonist | Gli-Sufu antag | 697 NFkB inh
CCCCCCNC(=O)Cc1ccc(Br)cc1 | 18 | -2 | 4 | 18 | 10 | -4 | x | 6
CC(C)c1ccc2[nH]c3c(c2c1)CCC/C3=N\NC(=O)c1ccncc1 | -4 | 26 | -8 | 25 | -1 | 7 | 16 | -44
Cc1ccccc1-n1nc2c(c1NC(=O)C(C)C)CS(=O)(=O)C2 | 9 | 0 | 4 | -3 | -1 | -12 | 4 | 4
CC(=O)Nc1ccc(N2C(=O)c3cccc4c(O)ccc(c34)C2=O)cc1 | 3 | -2 | -34 | -23 | -132 | -24 | 5 | 4
Cn1cc(CN2CCCC(C(=O)c3cc(F)ccc3F)C2)c2ccccc21 (stereo unspecified) | -8 | 5 | -2 | 2 | -1 | 8 | 7 | 6
CCOC(=O)N1CCN(C(=O)c2cc3cc(OC)c(OC)cc3[nH]2)CC1 | -17 | 2 | -3 | -2 | 2 | 8 | 3 | -10
CC(C)(C)c1ccc(OCC(=O)Nc2ccncc2)cc1 | 5 | -1 | 41* | -3 | 6 | -2 | -22 | 8
CN(C)S(=O)(=O)N(CC(=O)NCc1ccccc1)c1ccccc1 | 2 | -3 | 3 | 3 | -5 | -19 | -2 | -6
COc1cc(C(=O)Nc2ccc3c(c2)OCO3)ccc1-n1cnnn1 | -7 | -17 | 0 | 6 | -4 | 16 | 4 | 8
COc1ccc(CCNC(=O)/C=C/c2ccco2)cc1OC | -3 | -7 | -3 | 1 | -13 | 0 | -4 | -13
CC(C)NC(=O)c1onc(CSc2ccc(C(C)C)cc2)c1C(=O)O | 0 | 9 | -2 | 6 | -18 | -14 | 10 | 11
CCCNCC1COc2ccccc2O1 (stereo unspecified) | -8 | x | x | 10 | 5 | 10 | -6 | 3
CCCCN1C(C(=O)Nc2cc(C)on2)=C(O)c2ccccc2S1(=O)=O | 23 | 4 | 6 | 19 | 2 | 7 | -5 | 5
O=C(COC(=O)Cc1c[nH]c2ccccc12)NC1CCCCC1 | -10 | 0 | -2 | 9 | 8 | 5 | 1 | -2
CCCCNC(=O)Cc1c(O)c2ccccc2[nH]c1=O | -3 | -9 | 0 | 2 | -16 | -15 | 1 | -11
O=C(COC(=O)c1ccc(O)cc1)Nc1ccc2[nH]c(=O)[nH]c2c1 | -10 | -8 | -7 | 0 | 8 | 4 | -7 | 2
CCN(CC)S(=O)(=O)c1cccc(-c2n[nH]c(=S)n2C(C)COC)c1 (stereo unspecified) | -2 | 7 | -5 | 4 | -15 | -14 | 0 | 12
CC(C)C(C(=O)NC1CCCC1)N(Cc1ccco1)C(=O)CNS(=O)(=O)c1ccccc1 (stereo unspecified) | -3 | 0 | 9 | 12 | -6 | 2 | 20 | 15
N/C(=N\OC(=O)COc1ccc2ccccc2c1)c1ccccn1 | -58 | 3 | -2 | 5 | -1 | -15 | -41 | -57
Cc1onc(-c2ccccc2)c1-c1n[nH]c(=S)n1-c1ccccc1 | 6 | 3 | 2 | 15 | 2 | 7 | 0 | -29
COc1ccccc1CNC(=O)[C@H](C)NC(=O)C1CCN(C(=O)[C@@H](N)CC(C)C)CC1 | -3 | -4 | 3 | -7 | 3 | -47 | 15 | 17
NNC(=O)c1cncn1-c1ccc(F)cc1 | 3 | -1 | -7 | -7 | 3 | -8 | -8 | 25
O=C(C[C@H]1C/C=C\CC[C@@H](Cc2ccc(F)cc2)C(=O)O[C@H](c2ccccc2)CNC1=O)N[C@H](CO)Cc1ccccc1 | -21 | 5 | -2 | 2 | -8 | -10 | 4 | -15
CCN(CC)c1ccc([C@H]2[C@@H]3CCCC[C@]3(O)CCN2CC(=O)NCc2ccco2)cc1 | 0 | -4 | 6 | 6 | 4 | -5 | 8 | 13
CCN(C(=O)COC(=O)c1oc2ccc(OC)cc2c1C)C1CCCCC1 | -8 | 12 | 10 | 13 | 7 | 2 | -9 | 20
Other structures follow.
SMILES | Jurkat NFkB inh | EBI2 block | CXCR6 inh | CCR6 antag | UBC13 polyUb | APJ antagonist | Gli-Sufu antag | 697 NFkB inh
O=C(CCc1nnc2n(CCc3ccccc3)c(=O)c3ccccc3n12)NCCCN1CCCCC1 | -8 | 3 | 7 | 14 | 4 | -2 | -1 | 3
Cc1cccnc1NC(=O)Nc1cccc(C(F)(F)F)c1 | -31 | 3 | -3 | 12 | 0 | -14 | -20 | -26
CCNC(=O)CCc1nc(-c2ccc(C(C)(C)C)cc2)no1 | -79 | -14 | 6 | -9 | -6 | -3 | 37 | 87*
O=C(Nc1ccc(Br)cc1)c1cccc(N2C(=O)C3C4CCC(C4)C3C2=O)c1 (stereo unspecified) | -5 | 20 | -5 | 10 | 8 | -7 | 3 | -3
N#Cc1ccc(OCC(=O)N2CCN(S(=O)(=O)c3ccc(Cl)s3)CC2)cc1 | 18 | 81* | -2 | 0 | 15 | 0 | 2 | -16
Cc1ccc(S(=O)(=O)N2C(=O)CCC2C(=O)N2CCCCC2)cc1 (stereo unspecified) | 1 | -9 | -7 | 6 | -6 | 4 | 3 | 5
CCN1C(=O)/C(=C/C2=Cc3ccccc3OC2C)SC1=S (stereo unspecified) | -2 | 5 | 9 | 6 | -20 | -1 | 7 | -3
O=C(C1=C(O)C(=O)N(CCN2CCOCC2)C1c1cccc(Br)c1)c1cc2ccccc2o1 (stereo unspecified) | 12 | -3 | -4 | 8 | -36 | -1 | -1 | 1
CN1C(=S)N(c2cccnc2)C(=O)/C1=C\c1ccc(N(C)C)cc1 | x | 22 | 26 | 42 | x | x | 3 | x
Cc1c(Cl)cccc1NC(=O)C1=COCCO1 | -7 | -2 | -7 | -1 | 5 | 8 | -30 | 0
O=C(COc1cc2oc(=O)c3c(c2cc1Cl)CCC3)NCc1ccccn1 | -3 | -5 | -1 | -17 | 6 | -8 | 13 | 0
N#CC1=C(N)Oc2cc3ccccc3cc2C1c1cccnc1 (stereo unspecified) | 45 | -5 | -10 | 8 | 10 | -6 | 33 | -46
COc1ccc(C2/C(=C(\O)c3ccc(OC)c(Cl)c3)C(=O)C(=O)N2CCN(C)C)cc1 (stereo unspecified) | 8 | 9 | 0 | -1 | -18 | 22 | 3 | -9
CCN(c1ccc(NC(=O)CSc2nnc3nc(C)cc(C)n23)cc1)C(C)C | -7 | -3 | -3 | 1 | -14 | -8 | -3 | -11
O=C(COC(=O)Cc1ccccc1F)Nc1ccc2c(c1)OCO2 | 3 | 2 | 2 | 4 | -5 | 4 | 0 | 9
CC1CCN(C(=O)c2[nH]cnc2C(=O)N(C)Cc2ccccc2)CC1 | 2 | -6 | 0 | 2 | 14 | 0 | -32 | 14
CCc1ccc(NC(=O)c2c(C(=O)Nc3ccccc3)sc3nc(C)cc(=O)n23)cc1 | -2 | -21 | 8 | 10 | 2 | 32 | 1 | 17
CCc1nc2ccccc2c(C(=O)OCC(=O)NCc2ccco2)c1C | -1 | 1 | 3 | 19 | 6 | 4 | 2 | 2
CCCCN1C(=O)c2ccccc2C1C(=O)NC1CCCC1 (stereo unspecified) | -12 | -5 | -1 | -15 | 6 | -6 | 3 | 5
O=C(Nc1ccc2c(c1)OCCO2)C1CCCN(S(=O)(=O)c2cccs2)C1 (stereo unspecified) | -7 | 0 | 2 | 7 | -13 | -18 | -6 | -41
COc1ccc(CN(C)CC(=O)Nc2cccc3ccccc23)cc1F | -6 | 4 | 6 | 9 | -4 | -5 | -6 | 3
Cc1cnc(C)c(N2CCN(Cc3nc(-c4cccc(F)c4F)oc3C)CC2)n1 | -1 | 3 | 2 | 14 | -2 | 30 | 20 | -6
CCOC(=O)C1=C(C)OC(N)=C(C#N)C1c1cccs1 (stereo unspecified) | 2 | -1 | -1 | 4 | -2 | 8 | 3 | -10
CC(/C=C1\N=C(SCc2ccccc2)SC1=O)=C\c1ccccc1 | -3 | -3 | 4 | 25 | -2 | 11 | 2 | 13
Cc1ccc(C(C)NC(=O)/C(C#N)=C\c2c(C)[nH]c3ccccc23)cc1 (stereo unspecified) | 4 | 10 | -3 | -2 | 14 | -12 | -1 | 26
Next section
SMILES | Jurkat NFkB inh | EBI2 block | CXCR6 inh | CCR6 antag | UBC13 polyUb | APJ antagonist | Gli-Sufu antag | 697 NFkB inh
COc1cc(OC)c2ccc(=O)oc2c1C(CC(=O)N1CCCC1)c1ccc2c(c1)OCO2 (stereo unspecified) | 3 | 8 | 10 | 7 | 5 | -31 | -14 | -3
O=[N+]([O-])c1ccc(Nc2nc(NCCO)nc(N3CCCC3)n2)cc1 | -10 | 5 | 3 | 3 | -27 | 1 | 1 | -9
COc1ccc(CCNC(=O)Nc2ccc(F)cc2F)cc1OC | -29 | 2 | 9 | 12 | 3 | -31 | 2 | -8
COc1cc(NC(=O)c2ccccc2)c(C)cc1NC(=O)CC(CC(=O)O)c1ccccc1 (stereo unspecified) | -1 | -10 | 7 | 3 | -3 | 4 | -12 | 0
COc1cccc(N(C(=O)c2csnn2)C(C(=O)NC2CCCC2)c2ccccc2)c1 (stereo unspecified) | 3 | -17 | 1 | 16 | 3 | 12 | -9 | -2
CC(=O)Nc1ccc(S(=O)(=O)N(C)Cc2ccccc2)cc1 | 1 | -10 | -3 | 4 | -10 | -15 | -7 | -13
O=Cc1cccc(OC(=O)c2ccc(Cl)cc2Cl)c1 | 10 | x | x | x | -10 | -22 | x | -33
CCC/C(O)=C1\C(=O)CC(c2ccccc2)CC1=NC (stereo unspecified) | 3 | -4 | 8 | 18 | 4 | -17 | 6 | -8

Some entries already given, limited to UBC13 polyUb, CXCR6 inh and EBI2 block:
Compound | UBC13 polyUb | CXCR6 inh | EBI2 block
O=[N+]([O-])c1ccc(Nc2nc(NCCO)nc(N3CCCC3)n2)cc1 | -27 | 3 | 5
COc1ccc(CCNC(=O)Nc2ccc(F)cc2F)cc1OC | 3 | 9 | 2
COc1cc(NC(=O)c2ccccc2)c(C)cc1NC(=O)CC(CC(=O)O)c1ccccc1 (stereo unspecified) | -3 | 7 | -10
COc1cccc(N(C(=O)c2csnn2)C(C(=O)NC2CCCC2)c2ccccc2)c1 (stereo unspecified) | 3 | 1 | -17

Source: PubChem (Sanford-Burnham Center for Chemical Genomics)
